# GDH-TPI counter: counter-screen for M. tuberculosis FBA inhibitors: GDH-TPI coupled enzymes; inhibition, % at 4.8 µM; GDH-TPI coupled enzyme counterscreen, NADH absorbance; 1.2% of 360,000 active;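 note: 0% = DMSO wells and 100% = wells lacking the enzyme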
# Rv3671c inh: inhibitors of M. tuberculosis serine protease Rv3671c; P9WHR9; inhibition, % at 5.96 µM; 0.048% of 320,000 active; AID 2606; in the data active = inhibition above about 38%;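 note: extracellular domain of Rv3671c used as enzyme; 0% = enzyme with DMSO and 100% = no enzyme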
# DUSP3 inh: inhibitors of human VHR1 phosphatase (DUSP3); P51452; recombinant VHR phosphatase, pNPP absorbance; inhibition, % at 13.3 µM; 0.52% of 290,000 active; in the data active = inhibition above about 50%; note: some compounds called inactive have numbers as strong as hits
# Target sequence (P51452 whole entry, looked up): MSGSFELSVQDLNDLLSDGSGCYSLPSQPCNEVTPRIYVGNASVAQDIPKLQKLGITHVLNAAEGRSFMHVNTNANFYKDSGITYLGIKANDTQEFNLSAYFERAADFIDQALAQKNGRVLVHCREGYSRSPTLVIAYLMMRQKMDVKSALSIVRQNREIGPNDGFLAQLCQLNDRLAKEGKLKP
# MazEF act: MazEF (E. coli) toxin RNase activation; P0AE70; FAM/BHQ RNA-DNA oligo cleavage fluorescence, 5 h; activation, % at 20 µM; 0.32% of 350,000 active; in the data active = activation above about 50%
# Target sequence (P0AE70 whole entry, looked up): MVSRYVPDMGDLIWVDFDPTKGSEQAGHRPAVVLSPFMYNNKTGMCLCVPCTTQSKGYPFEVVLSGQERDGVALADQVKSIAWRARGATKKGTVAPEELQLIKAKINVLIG
# Mtb FBA inh: inhibits M. tuberculosis FBA enzyme; P9WQA3; purified M. tuberculosis FBA, fluorescence read-out; inhibition, % at 1 µM; 2.3% of 360,000 active; AID 588726; in the data active = inhibition above about 27%;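 note: 0% = vehicle and 100% = reference inhibitor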
# Target sequence (P9WQA3 whole entry, looked up): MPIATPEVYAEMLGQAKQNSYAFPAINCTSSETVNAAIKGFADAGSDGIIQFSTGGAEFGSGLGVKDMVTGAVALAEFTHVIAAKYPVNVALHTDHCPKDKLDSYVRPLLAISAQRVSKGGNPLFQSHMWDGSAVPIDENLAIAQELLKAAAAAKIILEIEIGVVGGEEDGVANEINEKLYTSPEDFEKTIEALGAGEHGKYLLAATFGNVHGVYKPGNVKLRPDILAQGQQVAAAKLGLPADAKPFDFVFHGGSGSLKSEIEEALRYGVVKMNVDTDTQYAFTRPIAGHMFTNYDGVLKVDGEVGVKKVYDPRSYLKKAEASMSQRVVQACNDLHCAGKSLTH
# Mtb BioA inh: inhibitors of Mycobacterium tuberculosis BioA enzyme; purified M. tuberculosis BioA enzyme, plate reader; 0.096% of 360,000 active; inhibition, % at 9.99 µM; in the data active = inhibition above about 40%; inconclusive = no clear call, values can overlap the other calls
# CCHFV vOTU inh: blocks the CCHF virus ovarian tumor domain protease; CCHFV vOTU protease, Pep-AMC fluorescence; inhibition, % at 11.5 µM; 0.55% of 370,000 active; note: 0% = vehicle wells with enzyme and 100% = no enzyme wells
# BoNT F protease: BoNT F light chain protease inhibition; Multiplex microsphere protease cleavage assay, flow cytometry; inhibition, % at 10 µM; 0.22% of 360,000 active; in the data active = inhibition above about 35%, passing the limit was not always enough; inconclusive = no clear call, values can overlap the other calls; note: plate controls were buffer without enzyme for full effect and enzyme alone for no effect
# FadD28 binding: blocks FadD28 binding to the bisubstrate probe; fluorescence polarization; inhibition, % at 12.5 µM; 0.22% of 360,000 active; in the data active = inhibition above about 8.5%, passing the limit was not always enough; inconclusive = no clear call, values can overlap the other calls
# Mtb UGM inh: inhibitors of M. tuberculosis UDP-galactopyranose mutase; inhibition, % at 10 µM; purified UGM, fluorescence polarization probe displacement; 0.06% of 320,000 active; P9WIQ1; in the data active = inhibition above about 10%, passing the limit was not always enough; inconclusive = no clear call, values can overlap the other calls
# * marks the source's active call; other numbers are inactive results; ? = inconclusive; · = no result given; + = active, no number; & = joins results of further samples. Cut-off read from the data, not from the text of the source, unless noted: active = inhibition above about 30%; inactive = the rest.
compound	DUSP3 inh	BoNT F protease	FadD28 binding	GDH-TPI counter	MazEF act	CCHFV vOTU inh	Mtb FBA inh	Mtb UGM inh	Rv3671c inh	Mtb BioA inh
COc1ccc(S(=O)(=O)Nc2ccc3c(c2)C(=O)N([C@H](C)CO)C[C@H](C)[C@@H](CN(C)S(=O)(=O)c2cccs2)O3)cc1	·	1	-1.1	2	54*	0	-1	-0.9	9	3.9&-1.4
Cc1ccc(OCCSc2nc3ncnc(N)c3[nH]2)cc1	17	3	-2.9	-5	-1	-7	-1	2.4	-1	·
Cc1ccccc1N1CCN(CC(=O)Nc2nccs2)CC1	13	10	-4.6	-11	6	-9	2	-2.5	5	1.0
C/C(=N\NC(=O)COc1ccc([N+](=O)[O-])cc1)C(C)(C)C	14	6	-1.3	18	-3	-1	3	1.5	3	8.4
O=C(NCC1CCCO1)c1cccc(-n2cnnn2)c1 (configuration not stated)	18	-11	-2.3	-5	2	5	0	-2.9	3	-2.0
CC(=O)Nc1ccc(S(=O)(=O)N2C(C)CCCC2C)cc1 (configuration not stated)	-8	-15	0.9	11	-1	-6	-2	-0.9	3	-0.1
CC1CCc2c(sc(NC(=O)COC(=O)C3CCCO3)c2C#N)C1 (configuration not stated)	20	1	-1.1	5	-5	6	-3	1.6	6	·
O=C(OCC#CCSc1nnc(-c2ccc(Br)cc2)o1)c1cccs1	26	-6	-1.0	7	-2	7	1	1.8	-10	·
CC(C)(C)NC(=O)CN(Cc1ccco1)C(=O)CCC(=O)Nc1nccs1	39	-4	-2.6	1	-10	-9	7	-0.1	-6	-3.6
O=C(O)c1ccc(/C=N/NC(=S)NCc2ccccc2)cc1	37	-10	-1.5	16	-1	2	0	0.2	-3	·
CCCCN(CC)Cc1c(C)[nH]c2c(ccc3ccccc32)c1=O	7	4	-2.0	12	10	-12	7	2.2	-1	0.2
O=C(COc1ccc(F)cc1)N(Cc1cccs1)C1CCS(=O)(=O)C1 (configuration not stated)	41	-5	-3.4	1	10	-7	2	1.0	-2	0.4
COC(=O)c1[nH]c2ccc(C)cc2c1NC(=O)CN1CCCC(C)(C)C1	-10	-7	1.3	20	-3	5	10	-1.8	-14	0.3
CCOc1ccc(C2/C(=C(\O)c3cccc(OC)c3)C(=O)C(=O)N2c2cc(C)on2)cc1OC (configuration not stated)	1	0	-0.9	16	7	5	1	-1.6	-2	7.0
O=P(O)(CCCP(=O)(O)CCc1ccccc1)CCc1ccccc1	-4	6	-4.1	-7	0	7	2	-0.7	-2	8.0
CN(C/C=C/C#CC(C)(C)C)Cc1cccc2ccccc12	·	-9	0.1	-5	-2	-1	1	0.5	8	-0.2
Cc1c(Br)c([N+](=O)[O-])nn1CC(=O)N1CCCc2ccccc21	-4	1	-3.2	-8	1	-9	-1	-0.8	0	-1.0
COc1ccc(Cn2c(-c3ccc(C)cc3)c[n+]3ccccc23)cc1	13	0	-1.5	10	12	3	-1	1.1	9	9.1
Cc1ccc(/C=C/C(=O)N2CCN(S(=O)(=O)c3c(C)c(C)cc(C)c3C)CC2)o1	-5	-3	-4.9	8	-5	-7	-2	2.2	-5	·
Cc1cc2oc(=O)cc(CN3CCN(C/C=C/c4ccccc4)CC3)c2cc1O	14	-9	-0.8	35*	·	4	-2	-0.9	-3	0.0
CCOc1ccc(C2=CC(c3ccccc3)n3ncnc3N2)cc1 (configuration not stated)	·	-7	0.4	23	3	·	49*	0.7	-12	0.1
COc1ccc(OC)c(N2CC(O)(c3ccccc3)[N+]3=C2SCCC3)c1 (configuration not stated)	32	-3	0.2	4	5	-15	2	·	6	·
CCNc1nc(NCC)n2c(SCC(=O)Nc3ccc(F)cc3[N+](=O)[O-])nnc2n1	17	-14	-2.1	-1	8	-8	2	2.5	10	1.9
CCC(C)NC(=O)c1cn(CCOC)c(=O)c2c1c1ccccc1n2C (configuration not stated)	·	-13	-0.9	0	-3	-14	15	0.2	1	·
O=C(CN1C(=O)c2ccccc2C1=O)OCC(=O)N1CCN(c2ccccc2)CC1	·	-5	2.4	8	5	-6	-3	4.1	4	-0.7
COc1cccc(CN2CC(C(=O)NCCCCc3ccccn3)CCC2=O)c1 (configuration not stated)	11	7	-3.3	-6	-3	-9	2	-3.5	·	-0.6
O=C(C[n+]1ccncc1)c1ccccc1	0	-50	-0.1	8	-27	-6	0	2.1	5	6.9
COn1c(=O)c(-c2cccc(Br)c2)[n+]([O-])c2ccccc21	-8	?	-0.2	-2	3	-2	1	-7.7	5	-1.7
Cc1ccc(C)n1-c1ccccc1N1CCCCC1	34	-3	-4.0	3	10	10	2	-0.1	-7	·
Cc1csc2ncc(C(=O)Nc3ccc(C(F)(F)F)cc3)c(=O)n12	1	-10	-0.6	9	5	-7	2	1.4	8	0.8
CSc1ccc(CN(C)C(=O)CNC(=O)c2sc3ccccc3c2Cl)cc1	15	-6	-2.9	-4	-14	19	-2	-4.8	-1	0.6
CCc1ccc2[nH]c(=O)c(CN(CCN(C)C)C(=O)Nc3ccccc3OC)cc2c1	14	-1	-1.1	16	13	1	0	5.2	-4	-0.8
O=C(Oc1cc2oc(=O)c3c(c2cc1Cl)CCCC3)c1ccco1	6	4	-4.6	15	-6	-275	+	-0.2	-4	-0.9
COc1ccc(-n2c(C)nnc2SCC(=O)NC2CC2)cc1	31	18	-0.6	-3	3	-5	92*	-1.7	-7	-0.1
Cc1cc(NC(=O)CSc2nncn2N)no1	11	4	-1.0	-1	0	1	0	-2.6	12	·
O=C1NC(=O)C2(Cc3ccccc3N3CCOCC32)C(=O)N1c1ccccc1 (configuration not stated)	6	0	-1.7	4	-3	-13	0	-0.6	2	0.3
O=C(NCCCN1CCOCC1)c1nn2c(C(F)(F)F)cc(-c3ccco3)nc2c1Cl	-11	-2	0.0	16	3	17	-2	2.6	1	-1.8
COc1ccc(-c2csc(NC(=O)CS(=O)(=O)c3ccccc3)n2)c(OC)c1	·	0	-2.3	-2	17	3	3	·	·	0.0
O=C(CSc1nnc2sc3ccccc3n12)NCc1ccco1	20	3	-2.9	11	5	-7	3	0.5	3	-1.4
COc1ccc(Cc2c(C3CCCCC3)nc3ccc(Br)cn23)c(C)c1	·	-10	0.4	·	·	1	1	·	·	-1.4
COc1cccc(-c2nc(CS(=O)(=O)CC(=O)NCCc3ccccc3)c(C)o2)c1	-32	1	1.0	8	-3	11	1	0.9	-3	-0.5
NS(=O)(=O)c1ccc(NC(=O)COC(=O)CCC2CCCCC2)cc1	8	-16	1.5	3	-7	11	2	·	-6	-2.2
CCOc1ccc(-n2c(=O)cc(N3CCN(c4ccccc4)CC3)[nH]c2=O)cc1	20	1	-1.2	1	2	0	-1	0.4	-8	·
N#Cc1cnc(NOCc2ccc(Cl)cc2)nc1	21	2	0.2	0	0	-7	-2	1.8	4	·
Cc1[nH]c2ccc(-c3nnc(SCC(=O)c4ccccc4F)o3)cc2c1C	22	2	-1.8	3	-3	-1	0	-1.1	-11	8.0
O=C(Nc1ccc(NC(=S)NC(=O)c2ccccc2Cl)cc1)c1cccc(Cl)c1	·	-5	-1.4	-7	-7	2	0	0.0	-191	-1.3
CCN(CC)CCCNC(=O)C(C)n1nc(C)c2sc3ccccc3c2c1=O (configuration not stated)	28	-26	-2.4	10	9	9	-7	-0.9	-5	·
Cc1ccc(Nc2nc(CSc3n[nH]c(N)n3)cs2)cc1	10	0	-1.7	9	-1	12	2	-1.2	-1	-1.9
O=C(COc1ccc(Cl)cc1Br)NCC(c1ccco1)N1CCCC1 (configuration not stated)	·	-1	-1.6	7	-12	5	0	-0.1	-10	-5.3
C/C=C/C=N/Nc1nc(C)cc(=O)[nH]1	10	-1	-4.4	-7	-2	4	0	-0.2	-2	·
CCOC(=O)c1c(-c2ccc(OC)cc2)csc1NC(=O)CSc1nnc(C)c(=O)[nH]1	4	-8	-3.3	3	-9	2	0	3.1	-6	·
COc1ccc(C(=O)Nc2cc(C)cc(C)c2)cc1S(=O)(=O)N1CCOCC1	19	?	-3.2	4	-4	4	3	-1.4	-7	2.5
CCOc1ccc(S(=O)(=O)N2CCOCC2)cc1NC(=O)CSCC(=O)Nc1cccc(C)c1	66	0	1.4	5	2	-6	-1	3.4	-5	1.3
CN(NC(=O)c1ccccc1)c1nc2ccccc2nc1C(F)(F)F	-2	-8	-1.4	7	2	5	5	3.2	-4	·
CC1Cc2ccccc2N1C(=O)COC(=O)c1ccc(Cl)c(S(=O)(=O)N2CCOCC2)c1 (configuration not stated)	·	-2	-3.0	8	-8	8	3	-2.6	-7	-1.1
O=C(COc1cccc(C(F)(F)F)c1)N1CCN(c2ccc(O)cc2)CC1	9	8	-0.7	10	-8	11	-1	6.4	3	0.1
N#Cc1c(N)nc2c(c1N)CC(COc1ccccc1)O2 (configuration not stated)	21	-5	-2.7	-7	-1	7	6	0.3	3	-0.8
Cc1ccc(S(=O)(=O)NCC2(c3ccccc3)CCN(C)CC2)cc1	4	1	-1.3	11	-5	1	3	2.5	·	-0.8
CCOC(=O)N1CCN(c2cc3[nH]c(=S)[nH]c3cc2F)CC1	-19	8	-0.8	13	-8	-5	6	0.3	4	-3.1
Cc1cccc(C)c1OCC(=O)N=Nc1c(O)[nH]c2ccc(Br)cc12	6	-8	-1.2	10	15	2	4	-1.9	-7	-3.7

# Just CCHFV vOTU inh, Rv3671c inh and Mtb FBA inh (five entries from above):
SMILES	CCHFV vOTU inh	Rv3671c inh	Mtb FBA inh
Cc1ccc(S(=O)(=O)NCC2(c3ccccc3)CCN(C)CC2)cc1	1	·	3
C/C=C/C=N/Nc1nc(C)cc(=O)[nH]1	4	-2	0
N#Cc1c(N)nc2c(c1N)CC(COc1ccccc1)O2 (configuration not stated)	7	3	6
O=C(COc1cccc(C(F)(F)F)c1)N1CCN(c2ccc(O)cc2)CC1	11	3	-1
CCOC(=O)N1CCN(c2cc3[nH]c(=S)[nH]c3cc2F)CC1	-5	4	6

# Following part.
compound	DUSP3 inh	BoNT F protease	FadD28 binding	GDH-TPI counter	MazEF act	CCHFV vOTU inh	Mtb FBA inh	Mtb UGM inh	Rv3671c inh	Mtb BioA inh
O=C(Nc1ccccc1F)C1CCN(S(=O)(=O)c2cccc3nonc23)CC1	2	-11	-1.6	4	5	7	2	3.5	7	-4.1
Cc1ccccc1-n1ncc2c1CC(C)(C)CC2NC(=O)c1snnc1C (configuration not stated)	2	0	-3.6	-2	3	11	-2	4.0	2	5.3
CO/N=C/C(C#N)c1ncc(C(F)(F)F)cc1Cl (configuration not stated)	16	-12	-2.2	6	-10	·	0	1.6	5	2.1
COC(=O)c1ccc(NC(=O)C2CCCN2C(=O)Nc2cccc(C(C)=O)c2)cc1 (configuration not stated)	39	3	·	2	7	-1	2	·	·	0.0
Cc1c(C(=O)N(C)CCc2cnn(C)c2)oc2c(F)cccc12	31	-3	-4.5	-10	-1	12	1	-0.4	-6	0.7
CN1CCN(C(=O)C23CCC(C)(c4nc5ccccc5nc42)C3(C)C)CC1 (configuration not stated)	7	6	1.7	0	9	6	0	-1.2	3	-1.0
Clc1cccc(CSc2nccn2-c2ccccc2)c1	8	13	4.0	-5	-1	7	6	-0.2	2	0.9
CC1CN(c2ncnc3c2cnn3-c2ccc(Cl)cc2)CC(C)O1 (configuration not stated)	25	-3	-4.4	3	12	-6	-1	4.0	-12	0.3
COc1ccccc1CNCCS(=O)(=O)NCc1ccccc1	·	-3	-1.7	-2	8	-4	-1	·	·	0.6

# Screening results as filed in PubChem BioAssay.
